TEAD-YAP block: TEAD-YAP interaction inhibition; HEK-TIYL cells, TEAD-Gal4/YAP UAS-luciferase luminescence; inhibition, % at 9.12 µM; hit rate 1.4% among 640,000; AID 1259422; in the data active = inhibition above about 32%;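 note: 0% = median of test compound wells and 100% = reference inhibitor wells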
MITF inh: blocks human microphthalmia-associated transcription factor. hit rate 0.91% among 650,000. AlphaScreen MITF homodimerization, bead proximity signal. inhibition, % at 2.6 µM; in the data active = inhibition above about 50%;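 note: 0% = vehicle wells with protein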
Target sequence (O75030 whole entry, looked up): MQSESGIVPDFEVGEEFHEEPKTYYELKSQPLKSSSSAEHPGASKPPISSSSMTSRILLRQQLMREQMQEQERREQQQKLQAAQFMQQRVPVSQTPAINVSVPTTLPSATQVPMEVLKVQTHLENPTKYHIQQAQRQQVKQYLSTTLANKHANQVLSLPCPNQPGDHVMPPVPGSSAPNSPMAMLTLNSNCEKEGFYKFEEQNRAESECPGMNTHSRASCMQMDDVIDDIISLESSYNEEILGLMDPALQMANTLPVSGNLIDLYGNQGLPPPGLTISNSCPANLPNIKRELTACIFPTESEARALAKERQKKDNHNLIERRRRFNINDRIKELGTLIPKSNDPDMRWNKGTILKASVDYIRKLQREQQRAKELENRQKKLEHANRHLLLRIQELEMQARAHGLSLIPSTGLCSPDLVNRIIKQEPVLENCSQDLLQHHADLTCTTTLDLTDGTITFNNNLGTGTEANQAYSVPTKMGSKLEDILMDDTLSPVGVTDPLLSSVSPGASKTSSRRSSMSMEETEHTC
FBW7 activator: activators of human E3 ligase FBW7. AID 1259310. Q969H0. AlphaScreen FBW7–phospho-cyclin E peptide binding, activator screen. hit rate 0.13% among 650,000. normalized activity (activation), % at 26.1 µM; in the data active = normalized activity above about 1.9%;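 note: purified mutant Fbw7 with reduced substrate affinity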
GPR151 activ: activators of human GPR151 | activation, % at 11.2 µM | hit rate 1% among 650,000 | Q8TDV0 | AID 1508602 | PathHunter beta-arrestin GPR151 cells, luminescence; in the data active = activation above about 4.9%;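 note: 0% = median of compound wells and 100% = cells with positive control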
Target sequence (Q8TDV0 whole entry, looked up): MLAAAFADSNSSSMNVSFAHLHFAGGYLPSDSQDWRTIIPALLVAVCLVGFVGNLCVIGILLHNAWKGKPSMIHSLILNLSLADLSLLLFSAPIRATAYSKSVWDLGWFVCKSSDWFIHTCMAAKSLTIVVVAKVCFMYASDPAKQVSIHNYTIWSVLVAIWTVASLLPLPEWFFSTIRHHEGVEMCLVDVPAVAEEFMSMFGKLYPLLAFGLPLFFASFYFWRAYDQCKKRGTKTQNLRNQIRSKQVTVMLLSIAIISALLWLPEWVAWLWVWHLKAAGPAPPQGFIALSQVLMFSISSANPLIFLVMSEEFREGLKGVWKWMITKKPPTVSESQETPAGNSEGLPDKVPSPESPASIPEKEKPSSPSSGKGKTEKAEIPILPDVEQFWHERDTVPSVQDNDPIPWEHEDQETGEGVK
An asterisk follows results filed as active; . = not tested or not shown.

structure,TEAD-YAP block,MITF inh,FBW7 activator,GPR151 activ
Cc1cc(C)n2nc(S(=O)(=O)NCCc3ccccc3)nc2n1,-5,0,0.5,0.3
Cc1ccc(S(=O)(=O)NCC(=O)OCC(=O)c2ccc(C)c(C)c2)cc1,6,4,0.2,-0.7
COc1ccc2cc(C)c3nn(CC(=O)NCCCN4CCCC4=O)c(=O)n3c2c1,6,2,-0.1,0.2
COc1ccc(S(=O)(=O)Nc2ccc3c(c2)OCCO3)cc1Cl,2,11,0.6,0.0
COc1cc2[nH]c(=S)n(NC(=O)c3ccccc3)c(=O)c2cc1OC,11,3,0.0,-1.8
CC(C)COC(=O)c1ccc2c(c1)C(=O)N(c1ccc(Cl)c(Cl)c1)C2=O,4,-10,0.0,2.1
COc1ccccc1NC(C)C(=O)N/N=C/c1cccc(O)c1 (stereo not drawn),11,15,0.2,0.4
NC(=O)c1cc2cc(Cl)ccc2o/c1=N\NC(=O)c1cccc(F)c1,9,18,0.1,0.7
COc1cc(OC)c(NC2=CC(=O)C(=O)c3ccccc32)cc1Cl,6,15,0.1,2.1
CCSc1nnc(CNC(=O)N(CC)CC)n1C,4,-2,-0.1,-0.1
Nc1c(C(=O)Nc2ccccc2)sc2ncc([N+](=O)[O-])cc12,-15,-3,-0.1,1.8
O=C(OCc1ccc(Cl)c(Cl)c1)c1cnccn1,8,-5,-0.2,1.9
N#Cc1cn(CC(=O)NC2CCCCCC2)c2ccccc12,-1,10,0.2,-0.6
Cc1ccc(S(=O)(=O)NC(C)c2ccc(-c3ccccc3)cc2)cc1[N+](=O)[O-] (stereo not drawn),-2,-17,0.0,-1.1
CCCn1c(=S)[nH]c2cc(C(=O)N3CCc4ccccc4C3)ccc2c1=O,-1,9,0.0,-0.9
CCOc1ccc(NC(=O)Cn2cnc3scc(-c4ccc(C)cc4)c3c2=O)cc1,-4,-2,0.0,1.6
O=C(NCc1ccccc1)c1ccc(N2CCCC2)c([N+](=O)[O-])c1,-13,15,-0.2,0.1
CC1=C(C#N)C(c2c(F)cccc2F)C2=C(CCCC2=O)N1 (stereo not drawn),4,-5,-0.1,0.4
O=C(CCS(=O)NCc1ccccc1)NCc1ccccc1 (stereo not drawn),-5,21,0.4,-1.3
Nc1cccc(-c2cc(NCc3cccc(C(F)(F)F)c3)ncn2)c1,-3,-19,0.0,0.0
Cc1cccc(S(=O)(=O)Nc2n[nH]c(Nc3ccc(F)c(C)c3)c2C#N)c1,-15,1,0.5,0.0
O=C(CNCCCN1CCOCC1)Nc1ccc(N2CCCC2)cc1,-5,54*,0.1,0.0
Cc1cc(I)ccc1NC(=O)CC1Sc2ccccc2NC1=O (stereo not drawn),4,12,0.2,-1.1
CCOC(=O)c1c(NC(=O)CSc2nnc(CNC(=O)c3ccc(OC)cc3)n2C)sc2c1CCC2,-2,4,0.0,1.2
COc1cc([N+](=O)[O-])ccc1N/C=C/C(=O)c1ccc(OC)c(OC)c1,-4,10,0.1,-0.2

Overlap with the part before: five entries; new compounds follow.
structure,TEAD-YAP block,MITF inh,FBW7 activator,GPR151 activ
Cc1cccc(S(=O)(=O)Nc2n[nH]c(Nc3ccc(F)c(C)c3)c2C#N)c1,-15,1,0.5,0.0
O=C(CNCCCN1CCOCC1)Nc1ccc(N2CCCC2)cc1,-5,54*,0.1,0.0
Cc1cc(I)ccc1NC(=O)CC1Sc2ccccc2NC1=O (stereo not drawn),4,12,0.2,-1.1
CCOC(=O)c1c(NC(=O)CSc2nnc(CNC(=O)c3ccc(OC)cc3)n2C)sc2c1CCC2,-2,4,0.0,1.2
COc1cc([N+](=O)[O-])ccc1N/C=C/C(=O)c1ccc(OC)c(OC)c1,-4,10,0.1,-0.2
CCC(=O)OC1(C)C(=O)C=C2C=C(CCCC(=O)OC)OC=C2C1=O (stereo not drawn),.,9,0.1,1.3
O=C(Nc1ccc(Br)cc1)C1CCN(S(=O)(=O)c2cccnc2)CC1,7,2,-0.2,0.8
CCS(=O)(=O)CCCCc1nnc(NC(=O)Nc2cccc(C(F)(F)F)c2)s1,0,4,0.0,0.9
COCCNc1nc(Nc2cccc(C)c2)c2cnn(C)c2n1,3,4,0.1,-0.7
CC(C)c1csc(CN2CCC(CO)(Cc3cccc(F)c3)CC2)n1,2,-1,-0.1,0.5
CCCCN(CCCC)S(=O)(=O)c1ccccc1S(=O)(=O)N(CCCC)CCCC,-2,4,0.0,4.4
COc1ccc(/C(C#N)=C/c2ccc(N3CCOCC3)cc2)cc1OC,-3,-16,-0.1,-0.4
CC1=NN(c2ccc(C)c(C)c2)C(=O)/C1=C/c1ccc(-c2ccc3c(c2)C(=O)OC3)o1,4,-3,0.0,0.0
CCn1cc(CN2CCN3C(=O)[C@@H]([C@H](C)O)NC(=O)[C@H]3C2)c(C)n1,11,10,0.7,1.1
O=C(/C=C/c1ccc2c(c1)OCO2)Nc1ccncc1,-16,-1,-0.1,-1.0
COc1ccc(-n2nc(C(=O)N3CCCc4ccccc43)c3ccccc3c2=O)cc1,8,-6,-0.1,1.0
CCOC(=O)C1CCN(CNC(=O)c2cccnc2)CC1,8,6,-0.1,-0.3
CC1(C)OC(=O)C(=CNC(Cc2ccccc2)C(=O)O)C(=O)O1 (stereo not drawn),-1,1,0.0,2.5
Cc1ccc(OCC(=O)NNC(=O)c2ccc(C(C)(C)C)cc2)cc1,2,8,-0.1,-1.7
COc1cc(-c2nnc(NC(=O)C3CCCCC3)o2)cc(OC)c1OC,-4,3,0.0,2.8
CC(C)C(NC(=O)C1CCCCC1)C(=O)NCc1cccnc1 (stereo not drawn),-3,-17,0.3,-0.2
O=C(c1ccccc1F)N(Cc1ccccc1F)C1CCS(=O)(=O)C1 (stereo not drawn),4,8,0.1,1.2
O=C(c1cccnc1)N1CCN(Cc2cccc(Oc3ccccc3)c2)CC1,10,70*,0.0,-0.7
COc1ccc(/C=C/C(=O)Nc2cccc(C)c2)cc1,-47,-4,-0.1,-8.5
CCCCOc1ccc(NC(=O)C2CC(=O)N(c3ccc(Cl)cc3)C2)cc1 (stereo not drawn),-2,2,0.0,-2.0
Cc1ccc(OCCCN2C(=O)C(=O)c3ccccc32)cc1,-15,11,0.0,0.0
C/C(=N/NC(=O)c1ccccc1C)c1ccc(NC(=O)C(F)(F)F)cc1,-19,13,0.7,0.1
O=c1c2ccccc2ncn1-c1cccc([N+](=O)[O-])c1,6,18,0.1,-0.7
CC(=O)N1CCN(c2ccc(NC(=O)c3cc4ccccc4o3)cc2)CC1,-15,13,0.5,0.2
COC(=O)c1ccc(S(=O)(=O)N2CCC(n3nnc4ccccc43)CC2)cc1,-10,9,0.0,0.4
COc1ccc2nc(NC(=O)/C=C/c3ccccc3OC)sc2c1,10,-12,0.0,0.6
O=C1O[C@@H]2C[C@H]3C[C@@H]2[C@@H]1[C@H]3C(=O)N1CCN(c2ccc(Cl)cc2)CC1,9,17,1.1,-0.1
CC(=O)Nc1ccc(-c2nc3cc(C)ccc3o2)cc1,-47,-2,0.1,-1.4
COC(=O)[C@@H]1CCCN1C(=O)c1sc2ncnc(NCCCN3CCCC3=O)c2c1C,-1,1,-0.1,0.7
Cn1c(C(=O)N2CCCC(C(=O)NCCCN3CCCC3)C2)cc2sccc21 (stereo not drawn),-5,2,-0.1,0.6
Cc1cccnc1NC(=O)CCC(=O)OCC(=O)NCc1ccco1,8,6,0.0,-5.3
Cc1cc(C(=O)CSc2nccn2C)c(C)n1C1CC1,-41,9,-0.2,-0.4
O=C(NC(c1ccc(Cl)cc1)c1nc2ccc(-c3cn[nH]c3)cc2c(=O)[nH]1)C1CCNC1 (stereo not drawn),-17,17,0.0,0.0
C(=N\N=C(/c1ccccc1)C12CN3CN(CN(C3)C1)C2)/c1ccccc1,-4,9,0.0,1.6
COc1ccc(OC)c(NC(=O)CSc2nnc3[nH]c(=O)c(C)c(C)n23)c1,-6,32,0.0,5.9*
O=C(COc1ccccc1Br)Nn1c(SCc2cc(=O)oc3cc(O)ccc23)nc2ccsc2c1=O,4,5,0.2,-0.7
C1=CC2c3c(ccc4ccccc34)NC(c3ccccc3)C2C1 (stereo not drawn),-2,6,-0.1,2.7
Cc1nn(C)c(C)c1-c1nc2c(NCc3ccccc3)ncnc2n1C(C)C,-11,5,-0.1,0.4
COC(=O)CN1C(=S)N(C)C(=O)/C1=C/c1ccc(C(=O)OC)cc1,1,16,-0.1,-0.1
Cc1ccccc1NC(=O)CSc1nc(Nc2ccccc2)nc(N2CCOCC2)n1,7,10,0.0,0.4
CCCOc1ccc2ccccc2c1C=C1C(=O)NC(=S)NC1=O,-4,-2,0.1,0.0
O=C(/C=C/c1cccc([N+](=O)[O-])c1)Nc1ccc(N2CCCC2)cc1,-2,-6,0.2,-0.6
O=[N+]([O-])c1ccc(OCCCn2cncn2)cc1,11,-2,0.0,3.1
CCc1nnc(NC(=O)CSc2nc3c(c(=O)n2CCOC)SCC3)s1,0,16,0.3,-1.2
Cc1ccc(C(=O)Nc2ccccc2C#N)c(Cl)c1,-32,63*,0.5,-0.3
Cc1ccc(-c2nnc(Nc3ccc(C(=O)N(C)C)cc3)c3ccccc23)cc1S(=O)(=O)N(C)C,9,17,-0.1,-1.3
CCCCOC(=O)c1cc(-c2ccc(/C=C3\C(=O)N(c4cccc(Br)c4)N=C3C)o2)ccc1Cl,0,1,0.0,1.0
CCCNC(=O)C1CCN(C(=O)N2CC(C)Oc3ccc(C)cc32)CC1 (stereo not drawn),-5,-6,-0.2,-1.2
CC(C)c1ccc(CN2CCCC(C(=O)NN)C2)cc1 (stereo not drawn),-24,37,0.1,0.5
CC1CCN(Cc2ccc([N+](=O)[O-])cc2)CC1,4,6,-0.1,2.8

The listing continues:
structure,TEAD-YAP block,MITF inh,FBW7 activator,GPR151 activ
COc1ccc(Br)cc1C1C2=C(CCCC2=O)Nc2nc3ccccc3n21 (stereo not drawn),2,-7,-0.1,-0.3
Cc1ccc(N2C(=O)C(Cl)=C(N(C)C3CCCCC3)C2=O)cc1,-5,-18,-0.1,-0.1
CC(C)n1cnc2c(NCCCN3CCCC3=O)nc(Nc3cccnc3)nc21,-11,15,0.0,0.2
CCc1ccc(OCC(=O)Nc2ccccc2-c2nnn(CC(N)=O)n2)cc1,7,8,0.1,-0.9
CC1(C)CC(NC(=O)C(=O)N/N=C/c2ccc(Br)cc2)CC(C)(C)N1,-20,3,0.3,-1.0
COc1ccc(CN2CCN(C)C(CCO)C2)cc1Cn1cccn1 (stereo not drawn),-1,11,-0.1,-0.1
CCOc1ccc2ccccc2c1CNCc1ccccn1,2,22,-0.5,1.2
O=C(NC1CCCc2c1cnn2-c1ccc(F)cc1F)c1ccccc1N1CCOCC1 (stereo not drawn),-16,7,0.0,0.3
COc1ccccc1CC(=O)N1CCC2(CC1)OCc1ccccc1O2,-2,17,0.0,-0.7
CC1CCCC(C)N1C(=O)Cn1c(=O)oc2cc(Cl)ccc21 (stereo not drawn),1,-6,0.0,0.7
Cc1n(Cc2cccc(Cl)c2)cc[n+]1C,2,14,0.0,0.7
Cc1ccccc1N1C(=O)CN(C(=O)c2ccc(C#CC(C)(C)O)cc2)CC1C (stereo not drawn),4,17,0.1,2.2
COc1ccc(-c2cc(F)cc3c2OC(CNC(=O)C2Cc4ccccc4CN2C)C3)nn1 (stereo not drawn),3,14,-0.1,2.0
CCOC(=O)c1c(C)n(C)c2ccc(OC(=O)c3ccc(OC)cc3)cc12,15,14,0.7,-2.2
CCN(CC)CCCNc1c(N)c(=O)oc2ccccc12,-3,15,-0.1,-1.5
O=C(NCCc1ccc(O)cc1)c1cc(=O)[nH]c(=O)[nH]1,6,6,-0.2,0.5
COc1ccc(OC)c(/C=N/OC(=O)Nc2ccccc2)c1,-2,8,-0.1,0.4

Results in FBW7 activator, GPR151 activ and MITF inh, for some of the entries so far:
| Molecule | FBW7 activator | GPR151 activ | MITF inh |
| --- | --- | --- | --- |
| Cc1n(Cc2cccc(Cl)c2)cc[n+]1C | 0.0 | 0.7 | 14 |
| Cc1ccccc1N1C(=O)CN(C(=O)c2ccc(C#CC(C)(C)O)cc2)CC1C (stereo not drawn) | 0.1 | 2.2 | 17 |

An unsorted share of the library (roughly 3.4% active in at least one column).
